Pol eta inh – inhibitors of human DNA polymerase eta; actives 1.2% (n = 390,000); recombinant Pol eta, fluorescent DNA replication assay; Q9Y253; Potency, µM (titrated, usually from 114 µM), for inactives: top-dose activity change, negative = inhibition, most hits filed as inhibitors; also: potency is read from the fitted curve at half-maximal effect; % is scaled to controls: 0 for no effect and ±100 for the full control effect
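Fluorescent replication assay: 50 nM final substrate added after a 15 min room-temperature compound preincubation with 10 nM enzyme. Signal taken at 0 min and again at 10 min.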
Pol kappa inh – DNA polymerase kappa (human) inhibition | purified Pol kappa, fluorescent DNA synthesis assay, 10 min | Potency, µM (doses to about 107 µM), without a hit: top-dose activity, negative = inhibition, hits mostly inhibitors | actives 0.53% (n = 400,000); also: potency is read from the fitted curve at half-maximal effect; % is scaled to controls: 0 for no effect and ±100 for the full control effect
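Here, compound and 10 nM enzyme are combined for 15 min at room temperature; adding 50 nM substrate (final) starts DNA synthesis, tracked by fluorescence at 0 and 10 min against buffer-only wells.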
GRP78 ERSR act – induces the endoplasmic reticulum stress response in human glioma cells; U87-MG GRP78 promoter luciferase reporter, 16 h; actives 0.02% (n = 420,000); Potency, µM, inactives show at the highest dose activation, actives largely listed as activators; also: potency is read from the fitted curve at half-maximal effect; series mostly up to about 76 µM; % of control where 0% means no effect; nearly all actives have a fitted effect of over 35% in size
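ERSR induction read as luciferase luminescence (Bright-Glo, 10 min at room temperature) in stably transfected human U87-MG glioma cells exposed to compounds for 16 h, using GRP78 as sensor.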
LDHA block – inhibitors of human lactate dehydrogenase A; P00338; purified LDHA, NADH/diaphorase-resazurin fluorescence; active compounds read low; activity change, % (values are at about 110 or 230 µM); actives 0.15% (n = 480,000); in the data active = activity change below about -30%; inconclusive = mostly about -25% to -30%;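 also: plate controls were DMSO wells for no effect and wells without enzyme for full effect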
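Human LDH5 (2 nM) was incubated with 0.06 mM NADH and 0.2 mM pyruvate for 5 min at room temperature in Tris pH 7.4. Remaining NADH was coupled through diaphorase/resazurin, and resorufin fluorescence was read at 0 and 20 min.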
APE1 inh – APE1 (human) endonuclease inhibition; P27695; recombinant APE1, TAMRA/BHQ-2 abasic DNA cleavage fluorescence; Potency, µM (top dose mostly 65.8 µM), for the others: top-dose activity change, negative = inhibition, actives largely listed as inhibitors; actives 0.35% (n = 350,000); AID 2517;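 also: potency is read from the fitted curve at half-maximal effect; plate controls were vehicle for no effect and reference inhibitor for full effect; nearly all actives have a fitted effect of over 55% in size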
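Readout is kinetic fluorescence (ex 525, em 598 nm) from cleavage of 50 nM TAMRA/BHQ-2 THF abasic duplex by 0.75 nM APE1, compound added 15 min beforehand at RT.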
Pol beta inh – DNA polymerase beta (human) inhibition; P06746; Pol beta primer extension/strand displacement, fluorescence kinetic; Potency, µM (doses to about 114 µM), without a hit: at the top dose activity change, negative = inhibition, actives largely listed as inhibitors; actives 1.3% (n = 340,000); also: potency is read from the fitted curve at half-maximal effect; % is scaled to controls: 0 for no effect and ±100 for the full control effect
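Reaction started by 50 nM substrate onto compound-treated Pol beta (10 nM, 15 min preincubation, room temperature); plates read at 0 min and 10 min. Normalized concentration-effect data fitted by four-parameter Hill equation.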
Anesthetic bind – candidate novel general anesthetic via apoferritin binding | P02791 | apoferritin/1-aminoanthracene competitive binding, fluorescence | Potency, µM (series often up to 77.5 µM), inactives show at the highest dose activity change, negative = displacement, hits mostly inhibitors | actives 0.074% (n = 350,000) | AID 485281; also: potency is read from the fitted curve at half-maximal effect; % is scaled to controls: 0 for no effect and ±100 for the full control effect; nearly all actives have a fitted effect of over 20% in size
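Horse-spleen apoferritin (10 uM) in 50% saturated 1-aminoanthracene in PBS was incubated 10 min at room temperature with compound. Fluorescence (ex 380, em 535 nm) was normalized to free and bound 1-AMA, with concentration-response fitted by a four-parameter Hill equation.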
BLM helicase inh – Bloom syndrome helicase (human) inhibition | Potency, µM (titrated, usually from 56.1 µM), without a hit: at the highest dose activity change, negative = inhibition, usual class: inhibitors | AID 2528 | recombinant BLM DNA unwinding, fluorescence dequenching | P54132 | actives 0.2% (n = 350,000);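 also: potency is read from the fitted curve at half-maximal effect; plate controls were vehicle for no effect and no enzyme for full effect; nearly all actives have a fitted effect of over 35% in size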
Target sequence (P54132 whole entry, looked up): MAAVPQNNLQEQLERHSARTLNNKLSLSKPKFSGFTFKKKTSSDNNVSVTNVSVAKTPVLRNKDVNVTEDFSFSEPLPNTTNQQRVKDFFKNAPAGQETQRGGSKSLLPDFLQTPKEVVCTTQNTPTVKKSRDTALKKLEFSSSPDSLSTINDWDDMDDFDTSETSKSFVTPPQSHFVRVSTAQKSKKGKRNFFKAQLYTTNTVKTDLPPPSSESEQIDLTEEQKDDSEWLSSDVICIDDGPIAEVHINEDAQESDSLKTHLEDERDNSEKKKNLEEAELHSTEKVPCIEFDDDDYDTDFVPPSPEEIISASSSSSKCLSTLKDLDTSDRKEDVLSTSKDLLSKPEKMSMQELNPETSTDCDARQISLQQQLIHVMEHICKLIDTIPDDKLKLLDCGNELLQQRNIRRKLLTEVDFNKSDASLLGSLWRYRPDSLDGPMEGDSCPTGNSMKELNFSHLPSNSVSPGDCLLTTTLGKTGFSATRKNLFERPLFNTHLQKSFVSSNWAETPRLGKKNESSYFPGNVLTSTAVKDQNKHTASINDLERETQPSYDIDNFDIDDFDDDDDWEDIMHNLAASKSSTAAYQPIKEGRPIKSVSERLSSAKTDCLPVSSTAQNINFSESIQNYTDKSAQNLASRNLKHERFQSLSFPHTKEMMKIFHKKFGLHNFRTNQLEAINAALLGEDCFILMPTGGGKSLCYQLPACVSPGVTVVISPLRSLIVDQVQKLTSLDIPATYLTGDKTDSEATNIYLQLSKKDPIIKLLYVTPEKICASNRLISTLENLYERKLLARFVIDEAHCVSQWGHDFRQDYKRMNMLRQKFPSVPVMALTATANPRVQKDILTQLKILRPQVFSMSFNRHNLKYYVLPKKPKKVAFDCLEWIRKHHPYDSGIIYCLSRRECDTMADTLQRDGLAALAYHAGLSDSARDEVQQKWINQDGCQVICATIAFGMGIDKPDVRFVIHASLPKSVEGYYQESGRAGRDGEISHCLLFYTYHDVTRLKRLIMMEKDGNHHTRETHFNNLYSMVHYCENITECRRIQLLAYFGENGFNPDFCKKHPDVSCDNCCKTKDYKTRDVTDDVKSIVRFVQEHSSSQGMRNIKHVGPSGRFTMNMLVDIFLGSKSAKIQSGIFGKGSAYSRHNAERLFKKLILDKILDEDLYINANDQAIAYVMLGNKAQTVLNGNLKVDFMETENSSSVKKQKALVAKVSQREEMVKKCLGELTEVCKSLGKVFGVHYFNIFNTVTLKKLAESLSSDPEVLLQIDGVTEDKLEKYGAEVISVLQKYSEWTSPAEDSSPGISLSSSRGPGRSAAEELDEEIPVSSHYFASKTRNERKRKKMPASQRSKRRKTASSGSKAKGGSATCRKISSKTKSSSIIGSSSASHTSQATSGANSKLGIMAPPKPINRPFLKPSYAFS
Pol iota inh – blocks human DNA polymerase iota activity. Q9UNA4. Pol iota fluorescent replication assay, 10 min. Potency, µM (highest dose often 115 µM), for inactives: at the top dose activity, negative = inhibition, actives largely listed as inhibitors. actives 1% (n = 390,000). AID 588590; also: potency is read from the fitted curve at half-maximal effect
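Fluorescent replication assay read twice, at 0 min and 10 min after adding 50 nM (final) substrate. Enzyme (10 nM) and compounds were first incubated 15 min at room temperature; enzyme-free buffer wells were negative controls.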
* = called active by the depositor; ? = inconclusive; nt = no result given; & = joins results of further samples; [ ] = another dose, or the depositor's remark. Unless noted, calls follow the shape of the dose curve; as a rule, active = well fitted curve in the direction sought with a large enough effect; inconclusive = small, poorly fitted or top-dose-only effect, or another doubt; inactive = no such curve, though single readings can be large; an effect the other way counts as inactive or inconclusive.

Assay codes: A = Pol eta inh; B = Pol kappa inh; C = GRP78 ERSR act; D = LDHA block; E = APE1 inh; F = Pol beta inh; G = Anesthetic bind; H = BLM helicase inh; I = Pol iota inh
(1) COc1cc(NS(=O)(=O)c2ccc(NC(=S)NC(=O)c3ccc(F)c(F)c3)cc2)nc(OC)n1
  A = -4%; B = -8%; C = 5%; D = -16; E = -16%; F = 3%; G = -6%; H = 0%; I = -12%

(2) Cc1ccc(S(=O)(=O)C2(C(=O)Nc3ccc(C(C)C)cc3)CC2)cc1
  A = -10%&-26%; B = -2%&-5%; C = 1%&1%; D = 1&5; E = -2%; F = -18%&-19%; G = -3%&-7%; H = -11%&-12%; I = 10%&-17%

(3) CC1CC(C)(C)NC(=S)N1CCCC(=O)N1CCN(c2ccc(F)cc2)CC1 (stereo unspecified)
  A = 8%; B = -1%; C = -3%; D = -8; E = 2%; F = ?; G = 0%; H = 2%; I = 120%[activator]

(4) Cc1ncn(C23CC4CC(CC(O)(C4)C2)C3)n1
  A = 2%; B = -9%; C = -4%; D = 1; E = -3%; F = 41%; G = -15%; H = -1%; I = 1%

(5) Cc1ccc(C)c(NC(=O)C2CC(=O)N(C3CCCCC3)C2)c1 (stereo unspecified)
  A = -6%; B = -6%; C = 1%; D = -8; E = 10%; F = 1%; G = -8%; H = -4%; I = -17%

(6) Cc1cc(NC(=O)CSc2nc(=O)cc(N)n2-c2ccc(C)c(C)c2)no1
  A = 2%; B = 8%; C = 0%; D = -5; E = -8%; F = 8%; G = -6%; H = -1%; I = -14%

(7) O=C(NC(=S)Nc1ccc(N2CCOCC2)cc1)c1ccc2c(c1)OCCO2
  A = -12%; B = -2%; C = -1%; D = 1; E = -2%; F = 1%; G = 8%; H = -4%; I = 23%

(8) COc1cc(/C=N/Nc2nc(C)nc3c2cnn3-c2ccccc2)ccc1O
  A = -9%; B = -20%; C = 0%; D = -7; E = -6%; F = -12%; G = 84%[activator]; H = -21%; I = -8%

(9) Cc1ccc(-n2nc(C)c3c(C)cc(=O)n(CC(=O)Nc4cc(Cl)ccc4C)c32)cc1
  A = -13%; B = 13%; C = 0%; D = -4; E = nt; F = 28%; G = -9%; H = 1%; I = -6%

(10) Cc1ccc(-n2c(N)c(C(=O)Nc3c(C)n(C)n(-c4ccccc4)c3=O)c3nc4ccccc4nc32)cc1
  A = ?; B = -4%; C = -2%; D = -12; E = 5%; F = 8%; G = 2%; H = 2%; I = 160%[activator]

(11) CN(CC(=O)Nc1ccccc1Br)C(=O)c1ccccc1Cc1ccccc1
  A = -12%; B = 14%; C = -3%; D = 2; E = -9%; F = nt; G = nt; H = nt; I = 23%

(12) COCCCNC(=O)C(C#N)c1nc2ccccc2nc1N1CCN(Cc2ccccc2)CC1 (stereo unspecified)
  A = -1%; B = 5%; C = -2%; D = 1&4; E = 4%; F = 27%; G = -2%; H = -3%; I = 7%

(13) CCC(c1nnnn1Cc1ccco1)N(CCc1ccccc1)Cc1cc2cccc(C)c2[nH]c1=O (stereo unspecified)
  A = ?; B = -11%; C = -4%; D = 1; E = 11%; F = 0%; G = 7%; H = -6%; I = -5%

(14) C#CCn1cnc2c(oc3ccccc32)c1=O
  A = -6%; B = 5%; C = 1%; D = -12; E = 0%; F = 2%; G = 1%; H = -7%; I = -23%

(15) Cc1ccc(C)c(NC(=O)C(CC(C)C)N2Cc3ccccc3C2=O)c1 (stereo unspecified)
  A = 4%; B = -3%; C = -2%; D = 3; E = nt; F = -19%; G = -4%; H = 0%; I = -9%

Compound profiles, from the list above:
Record of `Cc1cc(NC(=O)CSc2nc(=O)cc(N)n2-c2ccc(C)c(C)c2)no1` → Pol eta inh = 2%; Pol kappa inh = 8%; GRP78 ERSR act = 0%; LDHA block = -5; APE1 inh = -8%; Pol beta inh = 8%; Anesthetic bind = -6%; BLM helicase inh = -1%; Pol iota inh = -14%
Record of `CCC(c1nnnn1Cc1ccco1)N(CCc1ccccc1)Cc1cc2cccc(C)c2[nH]c1=O` (stereo unspecified) → Pol eta inh = ?; Pol kappa inh = -11%; GRP78 ERSR act = -4%; LDHA block = 1; APE1 inh = 11%; Pol beta inh = 0%; Anesthetic bind = 7%; BLM helicase inh = -6%; Pol iota inh = -5%

Shown with bars between the fields: five of the compounds above
# | SMILES | Pol eta inh | Pol kappa inh | GRP78 ERSR act | LDHA block | APE1 inh | Pol beta inh | Anesthetic bind | BLM helicase inh | Pol iota inh
8 | COc1cc(/C=N/Nc2nc(C)nc3c2cnn3-c2ccccc2)ccc1O | -9% | -20% | 0% | -7 | -6% | -12% | 84%[activator] | -21% | -8%
9 | Cc1ccc(-n2nc(C)c3c(C)cc(=O)n(CC(=O)Nc4cc(Cl)ccc4C)c32)cc1 | -13% | 13% | 0% | -4 | nt | 28% | -9% | 1% | -6%
10 | Cc1ccc(-n2c(N)c(C(=O)Nc3c(C)n(C)n(-c4ccccc4)c3=O)c3nc4ccccc4nc32)cc1 | ? | -4% | -2% | -12 | 5% | 8% | 2% | 2% | 160%[activator]
11 | CN(CC(=O)Nc1ccccc1Br)C(=O)c1ccccc1Cc1ccccc1 | -12% | 14% | -3% | 2 | -9% | nt | nt | nt | 23%
12 | COCCCNC(=O)C(C#N)c1nc2ccccc2nc1N1CCN(Cc2ccccc2)CC1 (stereo unspecified) | -1% | 5% | -2% | 1&4 | 4% | 27% | -2% | -3% | 7%

Next section.
The line under a structure holds: Pol eta inh, Pol kappa inh, GRP78 ERSR act, LDHA block, APE1 inh, Pol beta inh, Anesthetic bind, BLM helicase inh, Pol iota inh
16. Cc1ccc(NC(=O)COc2cccc3c2OC(C)(C)C3)c(O)c1
 : -24%, -4%, 0%, -2, 16%, nt, nt, nt, 17%
17. CCOc1nc(Nc2cc(Cl)ccc2OC)nc(OCC)n1
 : -4%, -11%, 9%, -5, 12%, 12%, 6%, -1%, -6%
18. Cc1ccc(-c2nn3c(=O)cc(CN4CCN(C(=O)/C=C/c5ccccc5)CC4)nc3s2)cc1
 : -1%, -3%[60.1 µM], -3%, -2, nt, 21%, 0%, -1%, 6%
19. Cc1cc(O)c(-c2cc(C(=O)Nc3sc4c(c3C(=O)NCc3ccco3)CCC4)[nH]n2)cc1C
 : 12%, 5%, -5%, 0, -1%, ?, 1%, -5%, 2%
20. COc1ccc(OC)c(CNC(=O)CCNC(=O)Cn2ccc3ccccc3c2=O)c1
 : -13%, 7%, -1%, 0, -3%, 0%, -17%, -4%, 15%
21. CC12CN3CC(C)(CN(C1)C3c1cc(Br)ccc1O)C2=O (stereo unspecified)
 : -4%, 7%, -5%, -4, 3%, ?, -3%, -2%, 3%
22. O=C(NC1CCN(c2ncccn2)CC1)c1ccccc1Cl
 : ?, 11%, -6%, -1, 7%, -16%, 3%, -7%, 25%
23. CCOC(=O)N1CCN(Cc2nc3c(c(=O)[nH]c(=O)n3C)n2CCCc2ccccc2)CC1
 : -17%, -11%, -5%, -2, -1%, 4%, -14%, 0%, 7%
24. CN(C)P(=NC(=O)COc1ccc(Cl)cc1Cl)(N(C)C)N(C)C
 : -5%, -1%, 3%, 3, -12%, ?, -11%, 0%, -7%
25. COc1ccnc(CSC(N)=Nc2ccccc2OC)c1
 : -3%, -15%, 1%, 3, 19%, 3%, -6%, -15%, 18%
26. O=C(Nc1sc2c(c1C(=O)O)CCCC2)c1cccs1
 : ?, -8%, 7%, 0&-15, 0%, ?, -11%, -2%, ?
27. COc1cc2c(cc1OC)C(Nc1ccccc1)=NC(C)(C)C2
 : 6%, -7%, -3%, -6, 20%, 62%, 3%, -12%, 33%[activator]

These rows are one share of the data; rates above refer to the full screens.
